TEAD-YAP inh = TEAD-YAP interaction inhibition. 640,000 compounds, 1.4% hits. HEK-TIYL cells, TEAD-Gal4/YAP UAS-luciferase luminescence. AID 1259422. inhibition, % at 9.12 µM; in the data active = inhibition above about 32%;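 also: 0% = median of test compound wells and 100% = reference inhibitor wells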
GPR151 ag = human GPR151 activation. 650,000 compounds, 1% hits. AID 1508602. PathHunter beta-arrestin GPR151 cells, luminescence. Q8TDV0. activation, % at 11.2 µM; in the data active = activation above about 4.9%;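 also: 0% = median of compound wells and 100% = cells with positive control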
Target sequence (Q8TDV0 whole entry, looked up): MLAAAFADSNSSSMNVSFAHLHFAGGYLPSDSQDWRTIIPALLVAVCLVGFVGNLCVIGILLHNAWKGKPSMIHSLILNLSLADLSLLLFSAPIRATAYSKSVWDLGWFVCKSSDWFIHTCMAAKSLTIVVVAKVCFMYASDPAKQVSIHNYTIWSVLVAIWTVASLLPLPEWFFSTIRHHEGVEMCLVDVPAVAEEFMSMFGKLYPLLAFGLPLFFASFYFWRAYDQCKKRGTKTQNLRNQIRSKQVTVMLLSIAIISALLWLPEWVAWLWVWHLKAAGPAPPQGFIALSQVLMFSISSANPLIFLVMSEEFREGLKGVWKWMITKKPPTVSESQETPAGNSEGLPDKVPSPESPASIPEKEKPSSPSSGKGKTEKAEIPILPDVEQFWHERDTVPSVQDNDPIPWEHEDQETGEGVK
FBW7 activator = activators of human E3 ligase FBW7; Q969H0; AlphaScreen FBW7–phospho-cyclin E peptide binding, activator screen; normalized activity (activation), % at 26.1 µM; 650,000 compounds, 0.13% hits; in the data active = normalized activity above about 1.9%;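 also: purified mutant Fbw7 with reduced substrate affinity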
MITF primary = inhibitors of human MITF. O75030. AlphaScreen MITF homodimerization, bead proximity signal. inhibition, % at 2.6 µM. 650,000 compounds, 0.91% hits; in the data active = inhibition above about 50%;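 also: 0% = vehicle wells with protein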
Target sequence (O75030 whole entry, looked up): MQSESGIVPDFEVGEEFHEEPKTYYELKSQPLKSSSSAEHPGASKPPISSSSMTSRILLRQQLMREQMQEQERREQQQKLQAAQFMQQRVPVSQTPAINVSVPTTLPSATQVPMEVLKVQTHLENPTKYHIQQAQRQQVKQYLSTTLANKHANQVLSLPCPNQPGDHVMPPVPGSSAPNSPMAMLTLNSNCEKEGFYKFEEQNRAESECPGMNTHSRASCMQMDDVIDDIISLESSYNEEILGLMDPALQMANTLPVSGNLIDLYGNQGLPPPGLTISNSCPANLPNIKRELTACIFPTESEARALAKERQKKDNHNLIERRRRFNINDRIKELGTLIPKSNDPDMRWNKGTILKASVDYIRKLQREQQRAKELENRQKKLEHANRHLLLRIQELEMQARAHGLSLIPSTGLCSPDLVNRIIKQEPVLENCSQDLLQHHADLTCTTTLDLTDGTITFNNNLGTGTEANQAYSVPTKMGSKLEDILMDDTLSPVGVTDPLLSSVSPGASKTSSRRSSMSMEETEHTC
Numbers without * were called inactive. This is a random part of the collection. About 3.4% of those tested had a hit in this group.

Start of the listing, in advance, four compounds:
# | SMILES | TEAD-YAP inh | GPR151 ag | FBW7 activator | MITF primary
1 | O=C(Nc1cccc(Cl)c1Cl)c1cc2nc(-c3ccc([N+](=O)[O-])cc3)cc(C(F)(F)F)n2n1 | -3.7 | 2.7 | 0.1 | -1.0
2 | CSc1ccc(NC(=O)NCCc2c[nH]c3ccccc23)cc1 | -12.3 | 0.9 | -0.1 | 9.0
3 | CCC(C(C)=O)C(=O)Nc1ccccc1C (centres undefined) | -1.6 | 0.4 | -0.1 | -6.0
4 | O=C(NCCN1CCOCC1)c1ccc(N2CCC(NCc3cccc(F)c3)CC2)cc1 | -7.4 | -0.6 | -0.1 | 4.3

The list itself, from the start:
# | SMILES | TEAD-YAP inh | GPR151 ag | FBW7 activator | MITF primary
1 | O=C(Nc1cccc(Cl)c1Cl)c1cc2nc(-c3ccc([N+](=O)[O-])cc3)cc(C(F)(F)F)n2n1 | -3.7 | 2.7 | 0.1 | -1.0
2 | CSc1ccc(NC(=O)NCCc2c[nH]c3ccccc23)cc1 | -12.3 | 0.9 | -0.1 | 9.0
3 | CCC(C(C)=O)C(=O)Nc1ccccc1C (centres undefined) | -1.6 | 0.4 | -0.1 | -6.0
4 | O=C(NCCN1CCOCC1)c1ccc(N2CCC(NCc3cccc(F)c3)CC2)cc1 | -7.4 | -0.6 | -0.1 | 4.3
5 | CC(C)(C)NC(=O)CN(C(=O)CCC(=O)Nc1nccs1)C1CCCC1 | -0.2 | 0.0 | 0.1 | 2.5
6 | COCCn1c(C)cc(O)c(C(c2cccc(Cl)c2)N2CCN(C)CC2)c1=O (centres undefined) | -10.9 | -0.5 | 0.1 | 12.2
7 | Cc1ccc2ncc(C(=O)NC(C)(C)C)c(=O)n2c1 | 5.5 | 1.2 | 0.0 | -6.6
8 | Cc1cc(C)cc(N(CC(=O)NC2CC3CCC2C3)S(=O)(=O)c2ccccc2)c1 (centres undefined) | 5.2 | -0.9 | 0.1 | 6.0
9 | CC(C)n1cnc2c(NCc3nc4ccccc4[nH]3)nc(Nc3ccc(C(F)(F)F)cc3)nc21 | 55.8* | -0.2 | 0.0 | -16.2
10 | CC(C)C(=O)Nc1nc2ccc(F)cc2s1 | -42.2 | 0.5 | 0.1 | -1.0
11 | N/C(=N\OC(=O)CSc1ccccc1)c1ccccn1 | -65.2 | -1.6 | 0.2 | 11.9
12 | CN1CCN(C(=O)c2ccc(-c3nc(Nc4ccc(Oc5ccccc5)cc4)c4ncn(Cc5ccc(C(F)(F)F)cc5)c4n3)cc2)CC1 | -14.3 | -2.0 | 0.9 | 11.5
13 | CCc1ccc(C(=O)C(C)OC(=O)c2cc[n+]([O-])cc2)cc1 (centres undefined) | 3.7 | 1.3 | 0.2 | -2.5
14 | CC(C)CC(C(=O)NC(C)(C)C)N(C(=O)c1snc(C(N)=O)c1N)c1ccc(F)cc1 (centres undefined) | -5.6 | -1.4 | 0.0 | -1.8
15 | O=C(Nc1ccc(F)c(Cl)c1)c1nn2c(c1Cl)NC(c1cccs1)CC2C(F)(F)F (centres undefined) | -4.2 | 1.1 | 0.4 | 15.9
16 | O=C1OC(/C=C/c2cccc(Cl)c2Cl)=NC/1=C\c1ccco1 | 6.1 | -1.7 | 0.2 | -2.2
17 | CCOC(=O)C1=C(c2ccccc2)N=c2s/c(=C\c3ccc(-c4ccc(Cl)c(C(=O)O)c4)o3)c(=O)n2C1c1ccc(Cl)cc1 (centres undefined) | 1.6 | 0.0 | -0.1 | 0.8
18 | CCCN(CC(=O)Nc1ccccc1C)C(=S)NC | -1.5 | 0.1 | 0.1 | -0.2
19 | C=CCN1C(=O)/C(=C2/C(=O)N(CC)c3ccc([N+](=O)[O-])cc32)SC1=S | 13.6 | 1.2 | 0.0 | 7.5
20 | COC(=O)c1cccc(-n2nnnc2SCC(=O)Nc2nc(C(C)(C)C)cs2)c1 | 5.5 | -0.1 | 0.4 | 6.9
21 | COCCCNC(=O)CN(c1cccc(C(C)=O)c1)S(C)(=O)=O | -4.5 | -0.7 | 0.0 | 7.6
22 | O=C(c1cc2nc(-c3ccc(Cl)c(Cl)c3)cc(C(F)(F)F)n2n1)N1CCCCC1 | 9.2 | 0.2 | 0.0 | 1.8
23 | Cc1ccsc1/C=C1/SC(=S)N(C)C1=O | 3.8 | 2.1 | 0.0 | -11.4
24 | COc1ccc(S(=O)(=O)N(CCc2ccccc2)CC(=O)O)cc1C | -3.4 | -0.6 | 0.1 | 2.1

Entries of single compounds as entered above. Values in the order: TEAD-YAP inh | GPR151 ag | FBW7 activator | MITF primary
CCCN(CC(=O)Nc1ccccc1C)C(=S)NC across the screens: -1.5 | 0.1 | 0.1 | -0.2
COc1ccc(S(=O)(=O)N(CCc2ccccc2)CC(=O)O)cc1C across the screens: -3.4 | -0.6 | 0.1 | 2.1
CC(C)n1cnc2c(NCc3nc4ccccc4[nH]3)nc(Nc3ccc(C(F)(F)F)cc3)nc21 across the screens: 55.8* | -0.2 | 0.0 | -16.2
N/C(=N\OC(=O)CSc1ccccc1)c1ccccn1 across the screens: -65.2 | -1.6 | 0.2 | 11.9

Later entries.
# | SMILES | TEAD-YAP inh | GPR151 ag | FBW7 activator | MITF primary
25 | O=C(Nc1ccccc1-c1nnn(CC(=O)N2CCOCC2)n1)c1ccccc1F | -1.2 | 0.6 | -0.1 | 0.0
26 | COc1ccccc1CNC(=O)CS(=O)(=O)Cc1ccccc1 | 10.9 | 0.3 | 0.0 | -9.4
27 | Cc1cc(-c2ccc(NC(=O)c3ccc(C#N)cc3)c(C)c2)ccc1NC(=O)c1ccc(C#N)cc1 | -3.4 | -0.8 | -0.1 | 5.3
28 | O=S(=O)(/N=C(\Nc1ccc(O)cc1)c1ccccc1)c1ccc(Cl)cc1 | 3.2 | -0.9 | 0.4 | -3.2
29 | Cc1nn(-c2ccc(N3CCN(C(=O)CCc4ccccc4)CC3)nn2)c(C)c1C | -6.7 | 0.8 | 0.0 | -6.7
30 | COc1ccc(CN2CCc3c(nc(N4CCCC(C)C4)[nH]c3=O)C2)cc1 (centres undefined) | 12.9 | 0.5 | 0.0 | -4.5
31 | CSc1sc(C)cc1C1C(C(=O)Nc2ccc(Br)cn2)=C(C)NC2=C1C(=O)CCC2 (centres undefined) | 4.7 | -1.5 | 0.0 | -0.8
32 | Cc1ccc(NC(=O)c2ccc(-c3ccccc3)cc2)nc1 | -34.1 | 2.1 | 0.1 | 4.5
33 | COc1ccc(C(=O)NCCOCc2ccccc2)cc1[N+](=O)[O-] | -4.6 | 0.1 | 0.1 | 6.2
34 | COc1ccc(-c2noc(C3CCCN(C(=O)CC(C)C)C3)n2)cc1 (centres undefined) | -16.2 | -0.5 | -0.1 | -6.5
35 | COC(=O)c1nnn(-c2cccc(C)c2)c1C(=O)OC | -7.3 | -0.4 | 0.8 | 24.2
36 | O=C(Nc1cc([N+](=O)[O-])ccc1Cl)c1cc(Br)ccc1I | 1.4 | 0.3 | -0.1 | -5.6
37 | Cc1cccc(C(=O)NCc2n[nH]c(=S)n2-c2cccc(C(F)(F)F)c2)c1 | 0.6 | -0.9 | -0.2 | -5.6
38 | COc1cc(/C=C2\N=C(c3ccccc3)OC2=O)cc(OC)c1 | 0.4 | -0.1 | -0.2 | -7.9
39 | COc1ccccc1Cn1c(C(C)O)nc2ccccc21 (centres undefined) | 6.7 | 1.7 | 0.2 | 10.2
40 | COc1ccc2cc(S(=O)(=O)NC3CCCCC3)ccc2c1 | -2.5 | 5.2* | 0.1 | 5.8
41 | O=C1[C@H]2CN(Cc3cccc(Cl)c3)CCN2C(=O)[C@H]2CCCN12 | 14.3 | -0.7 | 0.0 | 9.7
42 | CCOC(=O)c1c(C)n(C)c2ccc(O)c(CN(CC)CC)c12 | 10.9 | -0.5 | 0.1 | -4.7
43 | CCOC(=O)c1c(NC(=O)c2ccc(Cl)c([N+](=O)[O-])c2)sc(C(=O)Nc2ccccc2C)c1C | 2.1 | -1.6 | -0.2 | 11.1
44 | O=C(/C=C/c1ccccc1[N+](=O)[O-])N1CCCCC1 | -8.9 | 1.3 | -0.4 | -1.3
45 | O=C(COc1ccccc1)n1c2ccccc2c2ccccc21 | -0.2 | 0.1 | 0.3 | 8.0
46 | CCCCCc1ccc(-c2ccc(Br)cc2)nc1 | -11.7 | 0.2 | 0.0 | -4.1
47 | Cc1ccc(C2=NC(c3c(F)cccc3Cl)NC(c3ccccc3O)C2)cc1 (centres undefined) | -67.0 | -0.7 | -0.1 | -1.6
48 | C=CCNC(=O)Cn1nnc(-c2ccncc2)n1 | 1.4 | 0.2 | -0.2 | 2.6
49 | COc1ccccc1NC(=O)N1CCC2(CC1)OCCN2S(=O)(=O)c1ccc(C)cc1 | 2.1 | -1.8 | 0.0 | 2.1
50 | CCCn1c(NN)nc2c1c(=O)[nH]c(=O)n2C | 9.8 | -0.3 | -0.5 | 15.4
51 | COc1ccc(C(=O)Nc2nc(C)cs2)c(OC)n1 | 89.4* | -13.7 | 0.3 | 15.0
52 | COc1ccc(-c2ccc(=O)n(C[C@H](C)NC(=O)Cc3n[nH]c(=O)c4ccccc34)n2)cc1 | 7.0 | -0.4 | -0.1 | -24.2
53 | COc1cc(CN2CCN(Cc3ccc(F)cc3)C(CCO)C2)cc2c1OCO2 (centres undefined) | -3.7 | 1.2 | 0.0 | 2.9
54 | CC1=C(C(=O)OCCc2ccccc2)C(c2ccccc2Cl)C2=C(CC(c3ccccc3)CC2=O)N1 (centres undefined) | -5.8 | -1.5 | 0.3 | -11.8
55 | O=C1N=c2ccc([N+](=O)[O-])cc2=C1c1sc(=O)n(-c2ccccc2)c1O | 3.0 | 3.4 | 0.1 | 14.6
56 | Cc1ccccc1-n1c(=S)sc2c(=O)n(-c3ccccc3)c(SCC(=O)C(C)(C)C)nc21 | -8.9 | -0.6 | -0.1 | -9.0
57 | CCc1ccc(S(=O)(=O)Nc2ccc3oc4c(c3c2)CC(C(C)(C)C)CC4)cc1 (centres undefined) | 3.2 | -1.3 | 0.0 | 5.1
58 | N#Cc1ccc(C(=O)Nc2nc(-c3ccc(Oc4ccccc4)cc3)cs2)cc1 | 0.8 | 1.2 | 0.0 | -11.1
59 | N#CC1(C#N)C2CCCCC23OC(=N)C1(C#N)C(c1cccc(F)c1)O3 (centres undefined) | 1.5 | -1.2 | 0.0 | -4.1
60 | COCCN(C)C(=O)CC1C(=O)NCCN1CC(c1ccccc1)c1ccccc1 (centres undefined) | -4.5 | -1.8 | 0.0 | 0.0
61 | COCCn1c(=S)[nH]c2cc(C(=O)NCc3ccc(OC)cc3)ccc2c1=O | 2.6 | 0.8 | -0.1 | -4.1
62 | CCOc1ccc(/C=C2/C(=O)NN(c3ccc(C)cc3)C2=O)cc1OC | 2.0 | 0.5 | 0.0 | 18.9
63 | O=C(CC1CCCC1)NCC1CCC2(CCN(C(=O)c3ccc(F)cc3)CC2)O1 (centres undefined) | 12.2 | 1.2 | 2.0* | 25.0
64 | CCOC(=O)c1c(NC(=O)c2ccco2)sc(C(=O)Nc2ccc(OC)cc2OC)c1C | 3.4 | 0.0 | 0.8 | 17.7
65 | CCOC(=O)C1=C(C)N(c2ccccc2)C(=O)/C1=C\c1ccccc1OCc1ccccc1 | -11.0 | -1.5 | 0.0 | 10.5
66 | CC(C)(C)c1ccccc1OCC(=O)NN | 35.9* | 0.3 | -0.2 | -4.7
67 | C/C(=N\Nc1ccc([N+](=O)[O-])cc1[N+](=O)[O-])c1ccc(F)cc1 | -20.4 | -1.0 | 0.9 | 14.1
68 | O=C(CN1C(=O)CNC1=O)Nc1ccccc1Sc1ccccc1 | 0.6 | 0.0 | -0.1 | -0.2
69 | O=C(O)c1c(CNCc2ccccc2)c2ccccc2n1Cc1cccc(F)c1 | 2.9 | -0.2 | 0.0 | -10.4
70 | CC1=C(C(=O)OCCc2ccccc2)C(c2ccc(C(F)(F)F)cc2)C2=C(CCCC2=O)N1 (centres undefined) | -2.2 | 0.9 | 0.1 | -18.8
71 | CC1=C(C(=O)Nc2ccccn2)C(c2ccc(Cl)cc2)NC(=S)N1 (centres undefined) | -40.1 | 0.3 | 0.1 | -4.7
72 | COc1cccc(C(=O)N2CC(=O)Nc3ccccc32)c1 | 42.3* | -0.7 | 0.1 | -13.9
73 | Cc1cc2cc(CNC(=O)C3CC3)ccc2n1C | -4.2 | 1.4 | 0.0 | 3.4
74 | COCCn1c(CCC(=O)NCc2ccc(F)cc2)nc2cccnc21 | 9.8 | -0.1 | 0.6 | 4.0
75 | O=C(N/N=C/c1ccc(Br)s1)c1ccc(O)cc1 | -14.6 | -0.9 | -0.2 | -2.2
76 | CC(O)Cn1c(=O)c2c(nc(Br)n2Cc2ccccc2)n(C)c1=O (centres undefined) | 2.4 | 4.7 | -0.1 | 6.5
77 | Cc1ccc(-c2nc3n(n2)C(c2cccs2)C2=C(CCCC2=O)N3)cc1 (centres undefined) | -0.1 | 0.8 | -0.1 | 10.8
78 | CCOc1cc(C(c2c(C)[nH][nH]c2=O)c2c(C)[nH][nH]c2=O)ccc1OC | 11.4 | -1.6 | -0.5 | 38.0
79 | COc1ccc(C2C(C(=O)N3CCCC(C)C3)CC(=O)N2c2ccc(OC)cc2)cc1 (centres undefined) | -2.9 | -0.3 | -0.2 | -8.3
80 | Cc1ccc(NC(=O)c2c(O)c3ccccc3n(C)c2=O)nc1 | -11.2 | 0.5 | -0.2 | -5.3
81 | O=C(NCc1ccsc1)c1ccc(F)cc1Cl | -11.4 | -1.1 | -0.1 | 7.1
82 | O=C(Cc1ccc(Cl)cc1)NCC(c1cccs1)N1CCOCC1 (centres undefined) | -1.1 | 1.8 | 0.0 | 0.8
83 | O=C1N/C(=C/c2ccco2)C(=O)N1Cc1ccccc1F | 9.1 | 0.1 | 0.0 | 4.7

Compound activity (PubChem)
